TNAP act mid DEA: human TNAP activation, intermediate phosphate acceptor; P05186; purified TNAP, CDP-star luminescence, 100 mM DEA, 30 min; active compounds read high; scale: 0 levamisole-inhibited, 1 vehicle-only enzyme; activation factor at 20 µM; 64,000 tested, under 10 active;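 active means activation factor of at least 2 at 20 µM, relative to controls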
MMP13 inh: MMP13 (human) collagenase inhibition | MMP-13 fTHP FRET cleavage, Mca fluorescence | inhibition, % at 4 µM | hit rate 0.07% among 65,000 | AID 570;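 active means inhibition above the mean of compound-free control plate wells plus 3 SD, cut at about 14% in these data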;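 further: 0% = DMSO wells and 100% = wells with reference MMP-13 inhibitor after basal subtraction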
RORA act: activators of human nuclear receptor RORA. P35398. CHO-K1 Gal4-RORA LBD luciferase reporter, luminescence; percent increase over mock-subtracted basal signal. activation, % at 10 µM. hit rate 1.5% among 65,000. AID 560;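 active means activation above the mean of all tested compounds plus 3 SD, cut at about 49% in these data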;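 further: 0% = DMSO-treated RORA cells and 100% = added signal equal to DMSO minus mock-transfected cells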
Target sequence (P35398 whole entry, looked up, the tested form may be a part): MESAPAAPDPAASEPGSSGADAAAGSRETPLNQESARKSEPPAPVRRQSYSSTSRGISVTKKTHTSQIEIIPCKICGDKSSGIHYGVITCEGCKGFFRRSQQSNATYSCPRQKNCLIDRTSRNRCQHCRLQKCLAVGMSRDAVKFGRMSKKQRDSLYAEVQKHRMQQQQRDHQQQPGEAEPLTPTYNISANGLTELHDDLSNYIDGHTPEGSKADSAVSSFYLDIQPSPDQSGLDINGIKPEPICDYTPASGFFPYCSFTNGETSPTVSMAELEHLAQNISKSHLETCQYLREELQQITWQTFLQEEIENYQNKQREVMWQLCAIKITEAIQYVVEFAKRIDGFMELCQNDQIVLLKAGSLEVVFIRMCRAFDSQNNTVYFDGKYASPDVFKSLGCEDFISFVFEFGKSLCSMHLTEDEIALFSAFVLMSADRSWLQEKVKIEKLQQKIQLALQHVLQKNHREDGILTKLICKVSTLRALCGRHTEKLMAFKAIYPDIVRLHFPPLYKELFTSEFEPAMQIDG
Abs 340nm: compound absorbs light at 340 nm | fold change at 10 µM | AID 708 | compound absorbance at 340 nm, fold over control | 65,000 tested, under 10 active;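 active means at 10 µM dose, initial 340 nm absorbance at least 2 fold that of control wells; inactive means change under 2 fold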;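 further: initial absorbance extrapolated from kinetic A340 decline of NADH oxidation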
Fluor 339 460: intrinsic fluorescence of library compounds, ex339/em460 – biochemical, MLSMR library, data from DPM-DC assay, artefact control, profiling panel | compound autofluorescence, ex339/em460 nm, NADH buffer; active compounds read high; 1 = no-compound wells, NADH background | AID 709 | hit rate 5.5% among 65,000 | fluorescence fold increase at 10 µM;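 active means at 10 µM, mean starting fluorescence two-fold or more over control wells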;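 further: signal is the first read of a kinetic run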
NADH enzymes: blocks coupling enzymes of NAD/NADH assays. hit rate 0.02% among 65,000. IC50, µM (titrated, usually from 10 µM), for inactives: at the top dose inhibition. coupled PK/LDH NADH assays, four targets;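 active means single-dose screening hits from any of four coupled enzyme assays that gave an IC50 when retested across doses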;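 further: the DPM-DC format reads NADH fluorescence rather than 340 nm absorbance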
SF1 activator: SF-1 (human) activation | Q13285 | CHO-K1 Gal4-SF-1 LBD luciferase reporter; % increase over DMSO SF-1-specific signal | activation, % at 10 µM | hit rate 1.9% among 65,000 | AID 522;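 active means activation above the mean activation of all tested compounds plus 3 SD, cut at about 50% in these data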
Target sequence (Q13285 whole entry, looked up, the tested form may be a part): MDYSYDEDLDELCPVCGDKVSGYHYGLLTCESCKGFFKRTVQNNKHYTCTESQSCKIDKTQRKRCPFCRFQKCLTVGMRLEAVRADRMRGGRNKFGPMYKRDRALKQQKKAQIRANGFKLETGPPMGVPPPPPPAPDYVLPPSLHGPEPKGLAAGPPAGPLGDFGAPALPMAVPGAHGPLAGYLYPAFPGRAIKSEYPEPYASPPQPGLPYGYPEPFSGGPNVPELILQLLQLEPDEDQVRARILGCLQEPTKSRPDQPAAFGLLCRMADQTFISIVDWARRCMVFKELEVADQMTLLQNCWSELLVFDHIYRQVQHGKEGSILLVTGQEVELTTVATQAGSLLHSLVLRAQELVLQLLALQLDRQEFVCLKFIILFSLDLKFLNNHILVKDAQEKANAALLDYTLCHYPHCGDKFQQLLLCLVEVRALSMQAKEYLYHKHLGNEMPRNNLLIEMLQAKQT
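material = CHO-K1 cells with Gal4–hSF-1 LBD chimera plus Gal4-driven luciferase | compound = 10 µM single point, 1% DMSO | incubation = 20 h compound exposure at 37 °C after 1 h cell settling | measured by = SteadyLite luciferase luminescence | evaluation = percent activation relative to DMSO median and mock-transfected background | control set = DMSO negative control and −SF1 background wells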
5HT1a ag: 5-HT1a (human) receptor agonism. activation, % at 10 µM. AID 567. hit rate 0.56% among 65,000. CHO 5-HT1a Ga15 NFAT-bla reporter, FRET ratio; 0% basal, 100% maximal reference agonist. P08908;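 active means activation above the screen-wide mean activation plus 3 SD, cut at about 19% in these data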;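 further: 0% = DMSO wells and 100% = 5-CT at EC100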
5HT1a antag: 5-HT1a (human) receptor antagonism | P08908 | CHO 5-HT1a Ga15 NFAT-bla reporter, antagonist mode | inhibition, % at 10 µM | hit rate 0.68% among 62,000 | AID 612;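 active means inhibition above the mean of all tested compounds plus 3 SD, cut at about 43% in these data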;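 further: receptor stimulated by 5-CT agonist at 100 nM near EC80; beta-lactamase reporter measured by ratiometric fluorescence of a cleavable substrate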
The depositor's hits bear a star; [ ] = remark or other dose.

`CC(=O)N1CCc2cc(Br)cc(S(=O)(=O)N3CCN(c4ccccn4)CC3)c21` gave TNAP act mid DEA 0.9, MMP13 inh 4.7, RORA act -2.4, Abs 340nm 0.98, Fluor 339 460 1.11, NADH enzymes 8.0%, SF1 activator 14.7, 5HT1a ag 0.3 and 5HT1a antag -2.1.
`Cc1noc(C)c1Cn1nc(C(=O)O)c2ccccc2c1=O` gave TNAP act mid DEA 0.9, MMP13 inh -1.2, RORA act -8.2, Abs 340nm 0.99, Fluor 339 460 1.08, NADH enzymes 6.0%, SF1 activator -0.7, 5HT1a ag 2.5 and 5HT1a antag -19.7.
`O=c1c2cc(N3CCOCC3)ccc2[nH]c(=S)n1CCCN1CCCCCC1` gave TNAP act mid DEA 0.9, MMP13 inh -15.5, RORA act -11.0, Abs 340nm 1.06, Fluor 339 460 2.91*, NADH enzymes 10.0%, SF1 activator -4.7, 5HT1a ag 9.7 and 5HT1a antag 3.8.
Screening CCOC(=O)N1CCN(C(=O)CSc2nnc(Cc3cccn3C)n2CCc2ccccc2)CC1 returned TNAP act mid DEA 0.9, MMP13 inh -1.5, RORA act -8.7, Abs 340nm 1.01, Fluor 339 460 1.13, NADH enzymes 5.0%, SF1 activator -13.7, 5HT1a ag 0.2 and 5HT1a antag -5.7.
`CCn1cc(C2=NOC(C(=O)Nc3ccccc3C(=O)OC)C2)c(C)n1` (configuration not stated) gave TNAP act mid DEA 1.1, MMP13 inh 4.5, RORA act 17.3, Abs 340nm 0.99, Fluor 339 460 1.03, NADH enzymes 3.0%, SF1 activator 9.0, 5HT1a ag -2.4 and 5HT1a antag 6.7.
O=C1CCCC(=NCc2ccco2)C1 was read as TNAP act mid DEA 0.9, MMP13 inh 3.2, RORA act -9.7, Abs 340nm 1.04, Fluor 339 460 1.05, NADH enzymes 4.0%, SF1 activator -2.3, 5HT1a ag -1.6 and 5HT1a antag 0.9.
For COC(=O)COc1ccc(Oc2nc(SC)nc(N(C)C)n2)nn1 the results were TNAP act mid DEA 1, MMP13 inh -6.9, RORA act -8.2, Abs 340nm 1, Fluor 339 460 1.07, NADH enzymes 2.0%, SF1 activator -1.8 and 5HT1a ag 2.4.
`Cc1ccc(NC(=O)COC(=O)c2ccn(C)n2)cc1` gave TNAP act mid DEA 0.9, MMP13 inh -0.6, RORA act -1.2, Abs 340nm 0.99, Fluor 339 460 1.02, NADH enzymes 2.0%, SF1 activator 9.8, 5HT1a ag -0.5 and 5HT1a antag -1.9.
COc1cc(C2C3C(=O)N(c4ccccc4)C(=O)C3ON2c2ccccc2)cc(OC)c1OC (configuration not stated) was read as TNAP act mid DEA 0.9, MMP13 inh 0.6, RORA act -16.1, Abs 340nm 1.02, Fluor 339 460 1.15, NADH enzymes 7.0%, SF1 activator -8.1, 5HT1a ag -1.5 and 5HT1a antag -9.1.
Screening COc1ccc(NC(=O)CS(=O)CC(=O)Nc2ccc(OC)c(OC)c2)cc1 (configuration not stated) returned TNAP act mid DEA 1, MMP13 inh 3.2, RORA act -11.1, Abs 340nm 1, Fluor 339 460 1.09, NADH enzymes 4.0%, SF1 activator -4.7, 5HT1a ag -2.9 and 5HT1a antag -3.6.
`O=C(CCCN1Cc2ccccc2C1)c1ccc(F)cc1` gave TNAP act mid DEA 1, MMP13 inh 0.4, RORA act 11.3, Abs 340nm 1.02, Fluor 339 460 1.27, NADH enzymes 11.0%, SF1 activator -5.9, 5HT1a ag 21.9* and 5HT1a antag 27.2.
Screening O=C(NCCN1CCOCC1)c1cc(-c2ccc(Cl)cc2)on1 returned TNAP act mid DEA 1, MMP13 inh -1.6, RORA act -11.3, Abs 340nm 0.99, Fluor 339 460 0.95, NADH enzymes 8.0%, SF1 activator -6.7, 5HT1a ag -2.0 and 5HT1a antag -9.6.
`CC(=O)c1c(C)nc2nonc2c1N` gave TNAP act mid DEA 1, MMP13 inh -13.9, RORA act -16.5, Abs 340nm 0.99, Fluor 339 460 2.01*, NADH enzymes 5.0%, SF1 activator -4.3, 5HT1a ag -2.4 and 5HT1a antag -1.5.
O=C(CN1C2=NCCN2c2ccccc21)c1ccco1 was read as TNAP act mid DEA 1, MMP13 inh 0.0, RORA act -1.9, Abs 340nm 1.01, Fluor 339 460 1.1, NADH enzymes 9.0%, SF1 activator -10.1, 5HT1a ag -0.8 and 5HT1a antag -9.3.
For Cc1nnc(NC(=O)Oc2ccccc2)s1 the results were TNAP act mid DEA 0.9, MMP13 inh -4.8, RORA act 12.6, Abs 340nm 1, Fluor 339 460 1.02, NADH enzymes 8.0%, SF1 activator -6.7, 5HT1a ag -0.5 and 5HT1a antag -3.9.
For COc1ccc(OC)c(NC(=O)CSc2nc(N)c(-c3ccccc3)c(=O)[nH]2)c1 the results were TNAP act mid DEA 0.9, MMP13 inh 4.2, RORA act -24.9, Abs 340nm 1.04, Fluor 339 460 1.08, NADH enzymes 4.0%, SF1 activator -6.5, 5HT1a ag -0.5 and 5HT1a antag -10.0.
`CN1CCN(S(=O)(=O)c2ccc(NC(=O)c3ccc(Br)o3)cc2)CC1` gave TNAP act mid DEA 0.8, MMP13 inh -5.9, RORA act 1.0, Abs 340nm 0.97, Fluor 339 460 1.1, NADH enzymes 7.0%, SF1 activator -8.5, 5HT1a ag -1.5 and 5HT1a antag -2.6.
`O=C(NCCCN1CCN(Cc2ccccc2)CC1)C1CCN(c2nnc(-n3cccc3)s2)CC1` gave TNAP act mid DEA 0.9, MMP13 inh -5.0, RORA act 0.9, Abs 340nm 0.98, Fluor 339 460 1.01, NADH enzymes 4.0%, SF1 activator 4.0, 5HT1a ag -2.5 and 5HT1a antag 4.2.
For Cc1cc(C)nc(NCCCc2ccccc2)n1 the results were TNAP act mid DEA 0.9, MMP13 inh 9.6, RORA act -12.4, Abs 340nm 0.99, Fluor 339 460 1.08, NADH enzymes 4.0%, SF1 activator -5.5, 5HT1a ag -0.3 and 5HT1a antag 4.2.
Nc1ccc(Cl)cc1/C(=N/O)c1ccccc1 was read as TNAP act mid DEA 0.9, MMP13 inh 1.4, RORA act -1.7, Abs 340nm 1.03, Fluor 339 460 1.03, NADH enzymes 3.0%, SF1 activator 4.4 and 5HT1a ag -1.1.
`CCOC(=O)c1oc2cc(O)cc(C)c2c(=O)c1-c1cscn1` gave TNAP act mid DEA 0.9, MMP13 inh 4.5, RORA act -20.9, Abs 340nm 1.05, Fluor 339 460 1.05, NADH enzymes 6.0%, SF1 activator 1.1 and 5HT1a ag 2.4.
Cc1cc(N2CCN(C)CC2)nc2ccc(NC(=O)CCC(=O)NCc3ccco3)cc12 was read as TNAP act mid DEA 1, MMP13 inh -36.6, RORA act -26.9, Abs 340nm 1.06, Fluor 339 460 3.49*, NADH enzymes 13.0%, SF1 activator 0.2, 5HT1a ag -2.4 and 5HT1a antag 11.3.
`Fc1ccc2[nH]c3c(N4CCSCC4)ncnc3c2c1` gave TNAP act mid DEA 0.9, MMP13 inh -79.1, RORA act -80.8, Abs 340nm 1.08, Fluor 339 460 1.68, NADH enzymes 10.0%, SF1 activator -58.1 and 5HT1a ag 3.4.
`N#Cc1c(N)sc2c1CCCCCC2` gave TNAP act mid DEA 0.9, MMP13 inh 7.0, RORA act 18.4, Abs 340nm 1.05, Fluor 339 460 1.14, NADH enzymes 1.0%, SF1 activator 5.3, 5HT1a ag 1.6 and 5HT1a antag -20.7.
`Cn1c(NCCCN2CCOCC2)nc2c1c(=O)n(Cc1ccc(Cl)c(Cl)c1)c(=O)n2C` gave TNAP act mid DEA 0.9, MMP13 inh 1.3, RORA act 13.8, Abs 340nm 1.06, Fluor 339 460 1.07, NADH enzymes 5.0%, SF1 activator -1.0, 5HT1a ag 2.0 and 5HT1a antag -5.2.
`Cc1cnn(-c2cc(Oc3ccccc3)ncn2)c1` gave TNAP act mid DEA 0.9, MMP13 inh 2.6, RORA act 37.9, Abs 340nm 1, Fluor 339 460 1.11, NADH enzymes 3.0%, SF1 activator 18.3, 5HT1a ag -2.5 and 5HT1a antag 6.7.
`c1csc(-c2nc(-c3ccncc3)no2)c1` gave TNAP act mid DEA 1, MMP13 inh -1.6, RORA act 27.6, Abs 340nm 1.01, Fluor 339 460 1.13, NADH enzymes 3.0%, SF1 activator 35.2, 5HT1a ag -0.5 and 5HT1a antag -12.8.
`CCC(C)(C)n1nnnc1C(c1cccs1)N1CCN(Cc2ccccc2)CC1` (configuration not stated) gave TNAP act mid DEA 0.9, MMP13 inh 1.6, RORA act 16.8, Abs 340nm 1.05, Fluor 339 460 1.13, NADH enzymes 3.0%, SF1 activator -5.9, 5HT1a ag 0.3 and 5HT1a antag 27.2.
COC(=O)c1ccccc1NC(=O)c1cc(-c2cccs2)on1 was read as TNAP act mid DEA 0.9, MMP13 inh 2.1, RORA act 1.9, Abs 340nm 1.04, Fluor 339 460 2.04*, NADH enzymes 11.0%, SF1 activator -7.2, 5HT1a ag -3.6 and 5HT1a antag 5.0.
For O=C(COc1ccccc1)Nc1nnc(-c2ccc(Cl)s2)o1 the results were TNAP act mid DEA 0.8, MMP13 inh -12.6, RORA act 25.3, Abs 340nm 1.13, Fluor 339 460 2.07*, NADH enzymes 10.0%[fluoresces], SF1 activator 3.5, 5HT1a ag -4.2 and 5HT1a antag 9.6.
Screening O=C(Nc1ccc2nsnc2c1)c1ccc2c(c1)OCO2 returned TNAP act mid DEA 0.9, MMP13 inh 1.8, RORA act -6.2, Abs 340nm 1.15, Fluor 339 460 1.29, NADH enzymes 7.0%, SF1 activator 3.1, 5HT1a ag -1.7 and 5HT1a antag 0.0.
Screening COc1ccccc1CC(=O)NC1CC(C)(C)NC(C)(C)C1 returned TNAP act mid DEA 1, MMP13 inh -1.7, RORA act -3.6, Abs 340nm 1.04, Fluor 339 460 1.14, NADH enzymes 8.0%, SF1 activator -13.0, 5HT1a ag -3.3 and 5HT1a antag 4.3.
COCCN(CCOC)C(=O)CCn1c(=O)oc2ccccc21 was read as TNAP act mid DEA 0.9, MMP13 inh 4.4, RORA act 1.3, Abs 340nm 1, Fluor 339 460 1.02, NADH enzymes 3.0%, SF1 activator -9.6, 5HT1a ag -0.9 and 5HT1a antag -0.7.
`CSc1nc(-c2ccco2)nn1S(C)(=O)=O` gave TNAP act mid DEA 0.9, MMP13 inh -2.2, RORA act 4.4, Abs 340nm 1.04, Fluor 339 460 1.07, NADH enzymes 3.0%, SF1 activator -5.1, 5HT1a ag -5.1 and 5HT1a antag -12.0.
O=C(Cc1ccc2c(c1)OCCO2)c1c(O)cc(O)cc1O was read as TNAP act mid DEA 0.9, MMP13 inh 5.2, RORA act 34.0, Abs 340nm 1.06, Fluor 339 460 0.98, NADH enzymes 5.0%, SF1 activator 30.1, 5HT1a ag -2.8 and 5HT1a antag 7.1.
Screening CC1CCN(C(=O)c2ccc(N(C)S(C)(=O)=O)cc2)CC1 returned TNAP act mid DEA 0.9, MMP13 inh -1.1, RORA act -15.5, Abs 340nm 1.01, Fluor 339 460 1.14, NADH enzymes 2.0%, SF1 activator 16.1, 5HT1a ag -4.8 and 5HT1a antag -19.0.
COCCn1c(SCC(=O)N2CCc3ccccc32)nc2c(c1=O)SC(C)C2 (configuration not stated) was read as TNAP act mid DEA 0.8, MMP13 inh 1.1, RORA act 9.8, Abs 340nm 1.01, Fluor 339 460 1.02, NADH enzymes 4.0%, SF1 activator -1.6, 5HT1a ag -1.7 and 5HT1a antag 7.6.
